hIAP block = human IAP inhibitors, primary screen, biochemical, luminescence, uHTS; inhibition, % at 10 µM; purified IAP, CDP-Star luminescence, 30 min; Intestinal-type alkaline phosphatase (Homo sapiens), P09923; AID 2544, 2010; 330,000 tested, 0.12% active;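 active = inhibition reaching a set limit with compound at 10 µM in the primary screen, cut at about 35% in these data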;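 also: plate controls were DMSO wells with enzyme for no effect and no-enzyme buffer wells for full effect; values of inactives mirror those of a sister screen read the other way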
Target sequence (P09923 whole entry, looked up): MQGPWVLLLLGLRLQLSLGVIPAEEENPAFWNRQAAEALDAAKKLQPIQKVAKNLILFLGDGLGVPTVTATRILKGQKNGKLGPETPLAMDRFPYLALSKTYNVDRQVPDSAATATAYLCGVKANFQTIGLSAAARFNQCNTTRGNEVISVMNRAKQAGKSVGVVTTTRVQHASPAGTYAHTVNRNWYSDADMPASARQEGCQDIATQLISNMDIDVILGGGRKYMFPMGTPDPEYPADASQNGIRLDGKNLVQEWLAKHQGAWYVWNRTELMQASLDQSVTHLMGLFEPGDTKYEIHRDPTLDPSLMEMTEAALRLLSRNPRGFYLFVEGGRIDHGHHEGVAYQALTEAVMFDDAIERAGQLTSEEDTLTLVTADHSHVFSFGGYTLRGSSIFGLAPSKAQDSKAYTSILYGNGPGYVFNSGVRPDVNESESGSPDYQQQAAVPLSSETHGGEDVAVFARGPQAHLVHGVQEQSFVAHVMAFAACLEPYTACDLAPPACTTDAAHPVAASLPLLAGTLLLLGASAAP
tim10-1 inh = growth inhibitors of tim10-1 mutant yeast, primary screen, luminescence, uHTS | S. cerevisiae tim10-1 ts strain growth, BacTiter-Glo, 24 h | inhibition, % at 20 µM | 330,000 tested, 2.2% active | AID 463190, 2010;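 active = inhibition of at least 40%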;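 also: mutant grown at 25 °C; 0% = DMSO wells with yeast and 100% = wells holding no yeast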
mIAP inh = inhibitors of mouse IAP, primary screen, biochemical, luminescence, uHTS. purified mouse IAP, CDP-Star luminescence, 30 min. inhibition, % at 10 µM. 330,000 tested, 0.2% active;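 active = inhibition of at least 40% at 10 µM in the primary screen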;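 also: plate controls were DMSO with enzyme for no effect and no enzyme wells for full effect; values of inactives mirror those of a sister screen read the other way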
NLRP3 yeast inh = NALP3 inflammasome inhibitors in reconstituted yeast, primary screen, luminescence, uHTS | Yeast reconstituted NLRP3/ASC/caspase-1, beta-gal luminescence, 24 h | inhibition, % at 10 µM | 330,000 tested, 0.39% active | AID 2825, 2010;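 active = inhibition of 50% or more; inactive = inhibition below 50%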;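 also: plate controls were induced DMSO wells for no effect and uninduced yeast grown without galactose for full effect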
A3G deaminase = APOBEC3G DNA deaminase inhibitors, primary screen, biochemical, fluorescence, single-stranded DNA substrate, uHTS. inhibition, % at 20 µM. 330,000 tested, 0.28% active. recombinant A3G, ssDNA deamination FAM/TAMRA fluorescence;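 active = inhibition of at least 40% at 20 µM, with no more than 30% in the related APOBEC3A deaminase screen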;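 also: plate controls were DMSO wells with A3G for no effect and wells lacking A3G enzyme for full effect; some compounds called inactive have numbers as strong as hits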
beta cell repl = inducers of MIN6 beta-cell proliferation, primary screen, ATP luminescence, uHTS. MIN6 cells proliferation, ATPlite luminescence, 48 h; cells starved in 0.2% serum; 100% = growth in 10% serum. proliferation, % at 10 µM. 330,000 tested, 0.29% active;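 active = compounds whose signal lies at least 3.5 SD above the mean of all wells on their plate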;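 also: 0% = DMSO-treated cells in low-serum medium and 100% = 10% serum control; some compounds called inactive have numbers as strong as hits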
APOBEC3A inh = APOBEC3A ssDNA deaminase inhibitors, primary screen, selectivity assay for APOBEC3G inhibitor project, biochemical, FAM/TAMRA oligo cleavage fluorescence; DNA dC->dU-editing enzyme APOBEC-3A (Homo sapiens), P31941; AID 493011, 2011; recombinant A3A, FAM/TAMRA ssDNA deamination fluorescence; inhibition, % at 20 µM; 330,000 tested, 0.41% active;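 active = at least 40% inhibition at 20 µM here, with at most 30% in a related deaminase screen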;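 also: plate controls were A3A with DMSO for no effect and wells lacking A3A enzyme for full effect; some results filed as inactive read as strong as hits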
Target sequence (P31941 whole entry, looked up): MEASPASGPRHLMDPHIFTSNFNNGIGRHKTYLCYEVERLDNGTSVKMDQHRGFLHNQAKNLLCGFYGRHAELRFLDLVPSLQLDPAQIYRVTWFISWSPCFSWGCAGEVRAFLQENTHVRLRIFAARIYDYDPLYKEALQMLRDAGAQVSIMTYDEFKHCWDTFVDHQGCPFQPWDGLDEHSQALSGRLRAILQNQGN
mIAP act = activators of mouse IAP, primary screen, biochemical, luminescence, uHTS; intestinal alkaline phosphatase [Mus musculus]; muIAP, CDP-Star luminescence, 30 min; hits give high values; 1 = vehicle-only enzyme signal, 0 = enzyme-free wells; activation factor at 10 µM; 330,000 tested, 0.24% active; AID 2805, 2010;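 active = activation factor of at least 2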; also: the source names both 10 and 20 µM as test concentration; values of inactives mirror those of a sister screen read the other way
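Assay system: mouse IAP enzyme / Compound: DMSO-dissolved test compounds / Timing: 30 min, room temperature / Measured by: luminescence from enzymatic CDP-Star hydrolysis / Control set: DMSO-only wells, enzyme-free buffer wells as negative control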
TIM10 inh = growth inhibitors of isogenic TIM10 control yeast, primary screen, counter-screen for tim10-1 yeast inhibitor project, luminescence, uHTS; S. cerevisiae TIM10 strain growth, BacTiter-Glo luminescence, 24 h; inhibition, % at 10 µM; 330,000 tested, 1.4% active; AID 463195, 2010;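 active = inhibition of 40% or more at the single tested concentration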;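 also: wild-type TIM10 isogenic control strain grown at permissive 25 °C; 0% = DMSO yeast wells and 100% = minimal medium wells without yeast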
* = called active by the depositor.

Preview (4 entries):
SMILES	hIAP block	tim10-1 inh	mIAP inh	NLRP3 yeast inh	A3G deaminase	beta cell repl	APOBEC3A inh	mIAP act	TIM10 inh
CC(=O)c1cccc(N(C(=O)CNC(=O)c2cccs2)C(C(=O)NCC2CCCO2)c2ccccc2)c1 (stereo not given)	-3	0	-3	7	-7	0	-1	1	5
COC(=O)c1c(C(=O)OC)c(-c2ccc(Cl)cc2)n2c1CS(=O)(=O)C2	-14	29	4	19	-8	2	-5	0.96	6
CC(C)[C@H](NC(=O)C1CCN(S(=O)(=O)c2ccccc2)CC1)C(=O)NCc1ccccn1	13	16	6	7	-5	4	-2	0.94	-6
Cn1c(=O)oc2cc(S(=O)(=O)NCc3ccc(F)cc3)ccc21	-4	0	1	13	-7	-3	-4	0.99	-9

All compounds of this part, previewed entries included:
SMILES	hIAP block	tim10-1 inh	mIAP inh	NLRP3 yeast inh	A3G deaminase	beta cell repl	APOBEC3A inh	mIAP act	TIM10 inh
CC(=O)c1cccc(N(C(=O)CNC(=O)c2cccs2)C(C(=O)NCC2CCCO2)c2ccccc2)c1 (stereo not given)	-3	0	-3	7	-7	0	-1	1	5
COC(=O)c1c(C(=O)OC)c(-c2ccc(Cl)cc2)n2c1CS(=O)(=O)C2	-14	29	4	19	-8	2	-5	0.96	6
CC(C)[C@H](NC(=O)C1CCN(S(=O)(=O)c2ccccc2)CC1)C(=O)NCc1ccccn1	13	16	6	7	-5	4	-2	0.94	-6
Cn1c(=O)oc2cc(S(=O)(=O)NCc3ccc(F)cc3)ccc21	-4	0	1	13	-7	-3	-4	0.99	-9
C=CCn1c(=O)c2ccccc2n2c(SCC(=O)NCc3cccs3)nnc12	-6	-10	4	8	-8	-3	-4	0.96	-10
Cc1cc(C(=O)NCC23CC4CC(CC(C4)C2)C3)c(C)o1	-14	45*	2	26	-5	5	-5	0.98	40*
O=C(CCN1CCCC1)Nc1ccccc1	18	10	-1	7	-3	0	0	1	-16
O=C(COc1cccc2ccccc12)NNC(=O)Nc1ccccc1	10	14	6	0	-7	-4	-4	0.94	16
CCC(c1nnc(SC(C)C(=O)NC2CC2)n1-c1ccc(OC)cc1)N(C)C (stereo not given)	-1	-1	8	23	-3	2	1	0.92	-1
NC(=O)C1CCN(C(=O)c2ccc(Cl)c(S(=O)(=O)NCc3ccco3)c2)CC1	-10	4	-6	8	-4	-5	-1	1.1	2
CC1(C)CC[C@@]23CC[C@]4(C)[C@@](OC2=O)(C3C1)[C@H]1O[C@H]1C1[C@@]2(C)CC[C@H](O)C(C)(C)C2CC[C@]14C (stereo not given in full)	-11	-13	1	24	-5	-3	-3	0.99	-5
Cc1cc(C)cc(NC(=S)N2CCC(NC(=O)c3ccco3)CC2)c1	3	-4	-4	18	-10	-2	-3	1	-9
COc1ccccc1-c1cn(C(C)(C)C)nc1C	-4	27	3	14	-5	0	1	0.97	16
Cc1c(CCC(=O)O)c(=O)oc2c(C)c3occ(-c4ccc(Br)cc4)c3cc12	0	15	8	23	-7	0	0	0.92	6
Cc1cccc(C)c1NC(=O)CNC(=O)CN1C(=O)NC2(CCc3ccccc32)C1=O (stereo not given)	-10	-16	-3	17	-2	1	19	1	-5

Full records, looked up by structure. Screens in order: hIAP block | tim10-1 inh | mIAP inh | NLRP3 yeast inh | A3G deaminase | beta cell repl | APOBEC3A inh | mIAP act | TIM10 inh
Cc1cc(C(=O)NCC23CC4CC(CC(C4)C2)C3)c(C)o1 is listed as -14 | 45* | 2 | 26 | -5 | 5 | -5 | 0.98 | 40*
C=CCn1c(=O)c2ccccc2n2c(SCC(=O)NCc3cccs3)nnc12 is listed as -6 | -10 | 4 | 8 | -8 | -3 | -4 | 0.96 | -10
Cn1c(=O)oc2cc(S(=O)(=O)NCc3ccc(F)cc3)ccc21 is listed as -4 | 0 | 1 | 13 | -7 | -3 | -4 | 0.99 | -9
CCC(c1nnc(SC(C)C(=O)NC2CC2)n1-c1ccc(OC)cc1)N(C)C (stereo not given) is listed as -1 | -1 | 8 | 23 | -3 | 2 | 1 | 0.92 | -1
O=C(CCN1CCCC1)Nc1ccccc1 is listed as 18 | 10 | -1 | 7 | -3 | 0 | 0 | 1 | -16

Other compounds follow:
SMILES	hIAP block	tim10-1 inh	mIAP inh	NLRP3 yeast inh	A3G deaminase	beta cell repl	APOBEC3A inh	mIAP act	TIM10 inh
CCCCC(=O)NCCNc1nc2c(c(=O)n(C)c(=O)n2C)n1Cc1ccc(F)cc1	14	13	12	4	-2	-2	-1	0.88	10
Cc1cc(NC(=O)CSc2ccccn2)cc(NC(=O)CSc2ccccn2)c1	10	18	3	9	-6	0	0	0.97	-9
CCOC(=O)c1oc2ccccc2c1NC(=O)c1cc(OC)cc(OC)c1	-2	28	-5	12	-2	-1	1	1	30
COC(=O)c1ccc(OCC(=O)c2ccc(C)c(C)c2)cc1	0	-16	7	32	-9	-1	-2	0.93	-21
CC(C)(C)c1ccc(OCC(=O)NNC(=O)Cc2cccs2)cc1	9	13	2	10	1	-2	3	0.98	12
CCc1c(C(=O)NNC(=S)NCC2CCCO2)csc1C (stereo not given)	-52	7	6	8	-6	0	-2	0.94	4
Cn1nnnc1Sc1ncnc2scc(-c3ccc(C(F)(F)F)cc3)c12	7	21	-6	11	-13	-7	-5	1.1	1
CCCCNc1c(NC(C)=O)c(=O)oc2ccccc12	2	-2	-4	2	-9	2	-6	1	-10
O=C(CCc1nnc(CCC2CCCCC2)o1)NCCc1ccccn1	-15	14	-4	17	-2	1	-1	1	6
Cc1ccc(CC(=O)NCC2CCCCC2)cc1	-11	21	1	24	1	-1	-3	0.99	7
CCc1ccc2c(c1)CCCN2C(=O)c1ccccc1C(=O)O	6	7	2	14	-2	-5	-3	0.98	8
O=C(Nc1nnc(CCc2ccccc2)s1)c1ccc(F)cc1	11	7	4	26	-6	-1	-5	0.96	-8
CCn1c(Cc2ccc(OC)cc2)nnc1SCC(=O)NC1CC1	8	-1	0	15	10	2	1	1	0
O=[N+]([O-])c1ccc(C(O)CN2CCN(c3ccccc3)CC2)cc1 (stereo not given)	-21	12	6	26	-4	-1	0	0.94	4
COc1cc(NC(=O)C2C3C=CC(C3)C2C(=O)O)ccc1NC(=O)c1ccccc1 (stereo not given)	8	9	0	10	-5	1	1	1	2
COc1ccccc1N/C=C/C(=C(C#N)C#N)N(C)C	7	9	5	2	-4	2	-1	0.95	15
O=C(NCCN1CCOCC1)c1ccccc1[N+](=O)[O-]	13	-2	-5	-1	-4	-1	-2	1.1	3
O=C(CN1CCN(Cc2ccccc2)CC1)NC(c1ccccc1)c1ccccc1	-7	12	-7	18	-2	-3	1	1.1	-1
Cc1cc(C(=O)CN2CCCCC2)c(C)n1-c1ccc(F)cc1	-4	6	10	14	-1	1	0	0.9	1
O=C(NC1CCCC1)C1CCN(C(=O)c2cc(Cl)ccc2Cl)CC1	3	3	0	9	-8	-3	-3	0.99	4
O=S(=O)(Nc1ccc(F)cc1Cl)c1ccc(-c2cnc(C3CC3)o2)cc1	-17	53*	-1	19	0	-7	1	1	18
O=C(Nc1ccsc1C(=O)O)c1ccccc1	-14	9	-4	8	-7	-1	0	1	8
Cc1ccc(C(=O)N2C3C=CC(C3)C2(C(F)(F)F)C(F)(F)F)cc1 (stereo not given)	-8	13	-1	16	0	-2	-2	1	-8
N#Cc1c2n(c(=S)n(-c3ccccc3)c1=O)CCCCC2	-14	9	1	5	-6	-1	-4	0.99	-5
CCOc1ccc(CCNC(=O)COC(=O)c2cc(OC)c(OC)cc2[N+](=O)[O-])cc1OCC	-2	2	2	16	-8	-1	2	0.98	2
Cc1cc(C)nc(SCC(=O)Nc2ccc(S(=O)(=O)Nc3cc(C)on3)cc2)n1	-29	-6	6	3	-5	-2	-2	0.94	-5
O=C(COc1ncnc2cc(Cl)ccc12)c1ccc2c(c1)OCCO2	22	-24	7	13	8	0	4	0.93	-4
COC(=O)c1cn(Cc2c(C)cc(C)cc2C)nn1	6	11	1	-2	0	0	-5	0.99	-2
COc1ccc(C(=O)NCc2cn3c(C)csc3n2)cc1OC	-14	3	2	4	6	1	4	0.98	-5
COc1ccc(-c2csc(C)n2)cc1	2	-3	5	21	-3	-1	-4	0.95	-3

5 compounds from above, arranged by the value under hIAP block, smallest number first:
Compound,hIAP block
Cc1ccc(C(=O)N2C3C=CC(C3)C2(C(F)(F)F)C(F)(F)F)cc1 (stereo not given),-8
CCOc1ccc(CCNC(=O)COC(=O)c2cc(OC)c(OC)cc2[N+](=O)[O-])cc1OCC,-2
O=C(NC1CCCC1)C1CCN(C(=O)c2cc(Cl)ccc2Cl)CC1,3
COc1ccccc1N/C=C/C(=C(C#N)C#N)N(C)C,7
O=C(COc1ncnc2cc(Cl)ccc12)c1ccc2c(c1)OCCO2,22

(more compounds)
SMILES	hIAP block	tim10-1 inh	mIAP inh	NLRP3 yeast inh	A3G deaminase	beta cell repl	APOBEC3A inh	mIAP act	TIM10 inh
CC1=C(C(=O)OC(C)C)C(c2c(O)ccc3ccccc23)NC(=O)N1 (stereo not given)	8	7	-1	-3	-10	-2	-5	1	16
COc1ccc(NC(=O)c2nn(C)c(=O)c3ccccc23)cc1S(=O)(=O)Nc1ccccc1Cl	15	12	0	13	-3	-3	-1	1	27
COc1cccc(-c2nnc(SCN3C(=O)c4ccccc4C3=O)n2C)c1	12	42*	3	7	-6	-1	-4	0.97	35
O=C(CCN1C(=O)c2ccccc2S1(=O)=O)N1CCN(c2ccccc2)CC1	10	20	-10	33	1	-1	3	1.1	5
CCOC(=O)N1CCC(NC(=O)c2ccc3c(c2)sc2nc(-c4ccc(OC)cc4)cn23)CC1	10	-28	-2	4	-4	-4	-3	1	-15
O=C(O)C1C2C=CC(C2)C1C(=O)Nc1ccc(C(=O)N2CCCCC2)c(Cl)c1 (stereo not given)	-4	19	-10	21	-8	-1	-3	1.1	6
COc1ccc(C(=O)NC2CCCc3ccccc32)cc1OC1CCN(C(C)=O)CC1 (stereo not given)	-15	-1	2	5	8	-1	-2	0.98	5
CCc1nonc1NC(=O)c1oc2c(C)c(C)ccc2c1C	-26	24	6	14	-2	2	-4	0.94	9
CCCCCC(=O)Nc1cc(S(=O)(=O)N2CCOCC2)ccc1N1CCCCC1	9	23	17	14	-3	4	10	0.83	10
NS(=O)(=O)c1ccc(CCNC(=O)CSc2nnc3ccccn23)cc1	4	17	-12	7	-5	6	-2	1.1	-11
CCOC(=O)Cn1nc(C)c(NC(=O)c2ccc(Cl)c([N+](=O)[O-])c2)c1C	7	-7	-10	3	1	-2	6	1.1	-17
COc1cc(CN2CCN(Cc3cn(C)c4ccccc34)CC2CCO)cc(OC)c1 (stereo not given)	-41	-2	0	14	-6	-1	-3	1	-4
